Bioassay records (PubChem)
SMARCA2 act – increases SMARCA2 function in MMTV reporter cells | MG213 cells, MMTV-luciferase reporter, dexamethasone, overnight | activation, % at 9.1 µM | 1% of 370,000 active | AID 652017; in the data active = activation above about 7.8%;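 note: 0% = vehicle wells and 100% = reference activator wells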
NR1D1 modulator – Rev-erb alpha (human) modulation. P20393. Rev-erbα–FITC-DNA binding, fluorescence polarization, 90 min. activity, % at 10 µM. 0.79% of 370,000 active;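 active = activity above about 14%, limit read from the data; passing the limit was not always enough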;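 note: 0% = DMSO wells with 35 nM protein and 100% = DMSO wells with 750 nM protein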
Target sequence (P20393 whole entry, looked up): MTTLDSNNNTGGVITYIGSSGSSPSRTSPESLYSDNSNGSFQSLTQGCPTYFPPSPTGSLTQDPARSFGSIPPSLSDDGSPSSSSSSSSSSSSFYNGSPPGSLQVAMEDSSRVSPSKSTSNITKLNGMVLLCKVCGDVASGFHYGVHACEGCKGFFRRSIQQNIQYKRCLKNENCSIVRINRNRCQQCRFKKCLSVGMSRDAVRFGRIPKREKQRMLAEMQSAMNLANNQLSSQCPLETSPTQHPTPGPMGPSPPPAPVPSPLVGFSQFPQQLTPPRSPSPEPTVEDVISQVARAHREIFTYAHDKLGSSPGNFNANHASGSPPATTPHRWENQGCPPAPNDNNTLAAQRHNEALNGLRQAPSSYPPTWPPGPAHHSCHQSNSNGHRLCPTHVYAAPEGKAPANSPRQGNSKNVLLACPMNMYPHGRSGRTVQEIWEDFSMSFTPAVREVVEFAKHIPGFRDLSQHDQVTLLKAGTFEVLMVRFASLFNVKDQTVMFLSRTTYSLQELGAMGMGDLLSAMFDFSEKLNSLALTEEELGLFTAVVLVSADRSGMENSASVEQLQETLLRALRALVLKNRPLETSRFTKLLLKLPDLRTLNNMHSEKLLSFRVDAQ
FXN GAA850 act – increases GAA850 frataxin promoter reporter activity | HEK293 lucGAA850 FXN promoter luciferase reporter, 24 h; percent of 10 µM SAHA response | activation, % at 6 µM | 0.56% of 360,000 active | AID 540364;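 active = activation above the average of all compounds screened plus 3 SD, cutoff fixed separately per campaign, cut at about 7.5% in these data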;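 note: 0% = DMSO wells and 100% = 10 µM SAHA wells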
ssDAF12 agonist – activates DAF-12 receptor from parasite S. stercoralis; 1% of 370,000 active; HEK293 ssDAF-12/GRIP1 lit1-tk-luc reporter, luminescence; % of 3 µM dafachronic acid response; activation, % at 6.8 µM;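 active = activation above the mean over all tested compounds plus 3 SD, cut at about 0.9% in these data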;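 note: 0% = DMSO-only wells and 100% = 3 µM delta7-dafachronic acid wells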
hgDAF12 agonist – activates the H. glycines DAF-12 receptor ligand-binding domain. HEK293 GAL4-hgDAF12 UAS-luciferase reporter, agonist luminescence; normalized to butyrate control. activation, % at 6.8 µM. 1.8% of 370,000 active. AID 687014;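 active = activation above a cutoff set at the mean of all screened compounds plus 3 SD, cut at about 10% in these data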;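 note: 0% = DMSO wells and 100% = sodium butyrate wells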
DAX1 inh-1 – blocks DAX1 repression of SF-1 activated StAR promoter; HEK293T StAR-luciferase reporter, SF-1/DAX-1 repression relief; inhibition, % at 6.8 µM; 1.1% of 370,000 active; AID 652010;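 active = inhibition above the mean over all tested compounds plus 3 SD, cut at about 3.6% in these data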;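 note: 0% = DAX-1 cells with DMSO and 100% = cells lacking DAX-1 with DMSO; higher inhibition means more luminescence from relief of DAX-1 repression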
PLCb3 inh – inhibitors of human phospholipase C beta3; Q01970; Purified PLC-beta3, fluorogenic substrate, fluorescence; inhibition, % at 12.2 µM; 0.18% of 370,000 active; in the data active = inhibition above about 11%;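 note: 0% = median of compound wells on plate and 100% = full blocker control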
PG9 Ab binder – binds the HIV-1 gp120 antibody PG9; TR-FRET gp120-PG9 antibody binding; inhibition, % at 6.7 µM; 0.43% of 360,000 active; in the data active = inhibition above about 8.5%
sPLA2-III inh – Blocks human group III sPLA2 activity; QFRET BODIPY PC-A2 liposome hydrolysis, fluorescence; AID 743126; inhibition, % at 12.2 µM; 0.56% of 370,000 active; Q9NZ20;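 active = inhibition above mean plus 3 SD of compounds lying within the high and low control bounds, cut at about 19% in these data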;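 note: 0% = median of test compound wells and 100% = no enzyme DMSO wells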
Target sequence (Q9NZ20 whole entry, looked up): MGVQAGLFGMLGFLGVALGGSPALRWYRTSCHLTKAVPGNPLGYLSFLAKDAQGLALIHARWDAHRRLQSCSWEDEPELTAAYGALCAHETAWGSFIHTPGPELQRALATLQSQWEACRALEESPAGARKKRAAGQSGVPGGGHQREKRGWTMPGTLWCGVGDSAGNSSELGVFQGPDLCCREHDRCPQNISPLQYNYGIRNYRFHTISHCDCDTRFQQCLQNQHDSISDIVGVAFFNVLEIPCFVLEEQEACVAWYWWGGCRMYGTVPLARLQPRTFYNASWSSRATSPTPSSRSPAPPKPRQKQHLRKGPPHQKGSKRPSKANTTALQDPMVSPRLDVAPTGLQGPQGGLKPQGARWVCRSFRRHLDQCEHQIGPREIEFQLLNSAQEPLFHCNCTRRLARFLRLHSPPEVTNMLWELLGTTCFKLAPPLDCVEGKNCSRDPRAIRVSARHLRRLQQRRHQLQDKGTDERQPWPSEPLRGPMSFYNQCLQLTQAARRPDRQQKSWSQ
DAX1 inh-2 – inhibitors of human orphan nuclear receptor DAX1 (NR0B1) | P51843 | HEK293 Gal4-DAX1 luciferase reporter, luminescence | inhibition, % at 6.75 µM | 0.99% of 340,000 active | AID 504766;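 active = inhibition above the mean over all tested compounds plus 3 SD, cut at about 4.2% in these data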;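 note: 0% = DAX1-transfected cells with DMSO and 100% = empty-vector control cells with DMSO; inhibition shows as a rise in luminescence from relieved DAX1 repression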
hcDAF12 agonist – H. contortus DAF-12 activation, primary screen | activation, % at 6.8 µM | HEK293 hcDAF-12 lit1-tk-luc reporter, luminescence; 0% DMSO, 100% Δ7-dafachronic acid | 1.4% of 370,000 active;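 active = activation above the mean of all tested compounds plus 3 SD, cut at about 5.5% in these data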;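 note: 100% = response to 3 µM Δ7-dafachronic acid high control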
Numbers without * were called inactive; i = inactive; . = not tested or not shown.

SMILES | SMARCA2 act | NR1D1 modulator | FXN GAA850 act | ssDAF12 agonist | hgDAF12 agonist | DAX1 inh-1 | PLCb3 inh | PG9 Ab binder | sPLA2-III inh | DAX1 inh-2 | hcDAF12 agonist
Cn1nc(C(C)(C)C)cc1NC(=O)C1(C)CCN1C(=O)C1(c2ccccc2)CC1 (configuration not stated) | -4.5 | 1.1 | -1.4 | -1.5 | -0.8 | -0.8 | 5.1 | -1.1 | 0.6 | . | 0.7
Cc1cc(OCC(=O)NCc2ccccn2)c2c(C)c(Cc3ccccc3)c(=O)oc2c1 | -2.8 | 12.7 | -1.9 | -1.4 | -0.4 | -1.1 | -24.2 | 2.2 | -2.8 | -0.9 | -0.7
CCCCCNC(=O)C(C1CC1)n1c(=O)c(-c2cc3ccccc3[nH]2)nc2ccccc21 (configuration not stated) | -2.5 | 10.0 | . | -0.4 | 3.3 | 0.1 | i | 1.4 | -15.6 | . | 2.1
CC(=O)CSc1nsc(SCC(C)=O)c1C#N | 0.8 | -0.5 | -1.7 | 0.0 | 2.6 | -0.4 | -10.9 | -1.7 | -2.3 | -0.2 | 1.8
CCOc1ccc(S(=O)(=O)N(CC)CC(=O)NCc2ccccn2)cc1C | 0.2 | 0.9 | -0.5 | -0.8 | -1.3 | 0.0 | -3.9 | -0.1 | 4.4 | -0.1 | 0.0
Cc1ccc(C)c(NC(=O)CN(C)C(=O)c2ccc(Cl)nc2)c1 | -2.6 | 7.0 | -1.1 | -1.1 | -2.0 | 0.3 | -4.6 | -0.6 | 3.2 | -0.8 | -0.9
Cc1ccc(S(=O)(=O)N2CCN(C(=O)CN3CCN(c4ccc(O)cc4)CC3)CC2)cc1 | 0.0 | -2.0 | 0.4 | -1.4 | 1.8 | -3.5 | -10.4 | 2.0 | -0.9 | 0.1 | -1.3
O=C(c1ccccc1NS(=O)(=O)c1ccc(F)cc1)N1CCOCC1 | -1.2 | 9.0 | -0.7 | -1.2 | -0.3 | 0.2 | -7.3 | -0.1 | 1.4 | 0.3 | -0.8
CCc1c(C)[nH]n(CCC#N)c1=O | -2.3 | -1.6 | -2.4 | -0.8 | 3.5 | 1.1 | 0.0 | -0.8 | -0.5 | 0.7 | -0.5
CC(O)CNC(=S)Nc1ccccc1 (configuration not stated) | -0.6 | 0.9 | -0.6 | -2.0 | 0.0 | -0.3 | -5.9 | -1.6 | 1.0 | 0.4 | 1.8
c1ccc(-c2ccc(OCCN3CCOCC3)cc2)cc1 | 1.8 | -4.0 | 2.5 | 0.2 | 7.0 | 0.1 | -1.9 | 1.0 | -2.1 | 2.6 | 3.8
CC(C)Sc1nc(N)nc2c1ncn2C1OC(CO)C(O)C1O (configuration not stated) | 2.0 | 2.4 | -2.2 | -1.6 | -2.3 | 0.0 | -2.9 | -2.3 | 3.9 | -0.2 | -0.4
CCCCN(CCCNC(=O)CN1C(=O)COc2ccccc21)c1ccccc1 | -1.0 | -2.1 | -2.8 | -2.0 | -0.8 | 0.1 | -2.1 | -1.6 | -4.6 | -1.1 | -1.4
Cc1cc(O)cc(=O)n1C | 3.4 | 1.5 | 2.8 | -1.0 | 1.9 | 0.1 | 3.9 | -0.7 | 4.0 | 1.1 | 0.5
COc1ccc(S[C@]2(C(=O)N3CCN(c4ncccn4)CC3)CC(=O)N(c3ccc(Cl)cc3)[C@@H]2c2ccc(OC)cc2)cc1 | 1.8 | 1.1 | . | -1.5 | -1.2 | -0.8 | -3.7 | . | -2.1 | . | 0.4
Cc1cc(C(=O)N(Cc2nnc(-c3ccc(Cl)cc3)o2)C(C)C)c2ccccc2n1 | -2.2 | -5.6 | 2.7 | -0.9 | 0.2 | 0.3 | -8.4 | -1.6 | -6.2 | -0.4 | -0.5
COc1ccc(C)cc1NC(=O)CSc1nnc(CC(=O)Nc2cccc(C(F)(F)F)c2)n1C | -4.6 | -5.2 | -1.3 | -1.5 | 0.1 | -1.0 | -1.1 | 2.9 | 5.5 | 0.1 | -0.4
Cc1[nH]c2ccccc2c1C(=O)COC(=O)c1ccc2c(=O)n3c(nc2c1)CCC3 | -4.5 | 1.6 | 1.3 | -1.2 | 2.8 | -1.4 | -18.2 | -0.6 | -16.6 | 1.5 | -1.1
Cc1ccc([N+](=O)[O-])cc1NC(=O)c1cccs1 | -2.4 | . | 1.3 | -1.6 | -0.7 | -0.7 | 2.9 | -1.0 | 3.2 | 2.7 | -2.0
Oc1cccc(Nc2ncnc3c2oc2ccccc23)c1 | 8.3* | 2.4 | 6.2 | -0.7 | 8.6 | 1.3 | -42.1 | 0.4 | -14.2 | 1.9 | 2.8
Cn1c(N2CCOCC2)c(/C=N/OC(=O)c2ccc(F)cc2)c2ccccc21 | 1.0 | -3.7 | -3.1 | -0.5 | 0.6 | -1.3 | -11.6 | -3.6 | 0.6 | 0.0 | 2.7
Cc1ccc(S(=O)(=O)N2CCC(C(=O)N(C)C3CCS(=O)(=O)C3)CC2)cc1 (configuration not stated) | -1.0 | -1.5 | 1.4 | -1.0 | -0.8 | -0.8 | 0.4 | 0.5 | -4.8 | -0.7 | -0.4
NNC(=O)Cn1c2ccccc2c2ccccc21 | -0.9 | 0.8 | 1.8 | -0.4 | -3.2 | 0.2 | 1.8 | 1.1 | -6.0 | -0.8 | -0.1
CCn1c(C(=O)NCc2cccnc2)cc2sc(Cl)cc21 | 0.4 | -3.9 | 3.2 | -1.9 | -1.9 | -1.7 | -1.4 | -2.2 | -4.0 | -0.9 | -1.8
CC(=O)Nc1cccc(-c2cc(NC(C)=O)c3ncc(-c4ccccc4)n3c2)c1 | -12.2 | 5.1 | -8.6 | -2.9 | -16.9 | -6.1 | -71.1 | 0.9 | -7.2 | . | -6.9

Laid out differently: results already given.
SMILES	SMARCA2 act	NR1D1 modulator	FXN GAA850 act	ssDAF12 agonist	hgDAF12 agonist	DAX1 inh-1	PLCb3 inh	PG9 Ab binder	sPLA2-III inh	DAX1 inh-2	hcDAF12 agonist
CCn1c(C(=O)NCc2cccnc2)cc2sc(Cl)cc21	0.4	-3.9	3.2	-1.9	-1.9	-1.7	-1.4	-2.2	-4.0	-0.9	-1.8
Cc1ccc([N+](=O)[O-])cc1NC(=O)c1cccs1	-2.4	.	1.3	-1.6	-0.7	-0.7	2.9	-1.0	3.2	2.7	-2.0

Continued.
SMILES | SMARCA2 act | NR1D1 modulator | FXN GAA850 act | ssDAF12 agonist | hgDAF12 agonist | DAX1 inh-1 | PLCb3 inh | PG9 Ab binder | sPLA2-III inh | DAX1 inh-2 | hcDAF12 agonist
CCCN(CC(=O)Nc1ccccc1C)C(=O)c1ccc(Cl)c(S(=O)(=O)N2CCCC2)c1 | -4.0 | 0.3 | -0.6 | -1.3 | -1.6 | 2.4 | -3.8 | -0.3 | 17.7 | 5.3* | 0.0
Cc1ccc(S(=O)(=O)Nc2c(C)n(C)n(-c3ccccc3)c2=O)cc1C(=O)OCC(=O)N1CCCC(C)C1 (configuration not stated) | 3.8 | -5.7 | 1.7 | -1.2 | -0.4 | -0.4 | 2.8 | 0.0 | -18.0 | 0.1 | 0.2
Cc1cccc(NS(=O)(=O)c2c(C)noc2C)c1 | -2.9 | -1.7 | 2.7 | -0.7 | -2.8 | -0.1 | 0.7 | -1.3 | -6.3 | -0.4 | -2.2
CC(=O)c1cccc(NC(=O)Cc2ccc3c(c2)CCCC3)c1 | -2.4 | -0.4 | -1.0 | -1.4 | -1.9 | -1.2 | 0.8 | -0.1 | -12.1 | 0.2 | -2.5
COC(=O)c1ccc(COc2cccn3c(N(C)C(=O)CCC4CCCC4)c(C)nc23)cc1 | -2.5 | -0.8 | -1.2 | -2.5 | -5.0 | -3.6 | -5.4 | -3.2 | -8.2 | . | -3.3
Cc1ccc(N2CC(C(=O)NC3=NCCS3)CC2=O)cc1C (configuration not stated) | 2.2 | 3.1 | 1.2 | -1.1 | 0.2 | -0.1 | 2.8 | -1.7 | 1.7 | 0.8 | -0.1
Cc1ccc2c(C)c(C(=O)N(Cc3ccc(N(C)C)cc3)C3CCS(=O)(=O)C3)oc2c1 (configuration not stated) | -0.1 | 1.2 | 1.3 | -1.8 | 0.2 | -1.2 | -1.6 | -1.8 | 0.7 | -0.5 | 0.5
COc1ccccc1CCNC(=O)c1c(N)[nH]c(C(=O)c2ccccc2)c1-c1ccc(Br)cc1 | 0.7 | -4.4 | . | -0.8 | 1.8 | 1.5 | -3.0 | -1.2 | -5.1 | . | -1.1
CCC(NC(=O)c1cncc(Br)c1)c1ccccc1 (configuration not stated) | -5.2 | 2.2 | 1.3 | -1.3 | -1.8 | 0.0 | -9.4 | -0.4 | 8.2 | 0.8 | 0.9
COc1cc(OC)nc(Oc2ccccc2C=O)n1 | -0.7 | -1.4 | 1.0 | -1.0 | 0.5 | -0.8 | -3.6 | 0.2 | -0.3 | 0.2 | -0.3
COc1ccccc1NS(=O)(=O)c1cc(NC(=O)CNC(=O)c2ccc(C)s2)ccc1Cl | -0.4 | 4.1 | -0.5 | -1.2 | -1.0 | -0.4 | 3.9 | 2.0 | -29.1 | -0.1 | -1.0
O=C(NCCCc1nc2ccccc2[nH]1)c1ccc(F)cc1 | -3.6 | -3.2 | -0.9 | -1.1 | -1.5 | 0.3 | -3.8 | -1.8 | -5.8 | -0.6 | 1.1
COc1ccc(-c2sc3ccc(OC)cc3c2C#Cc2ccccn2)cc1 | 2.2 | -1.7 | -0.2 | -0.9 | 2.6 | -1.0 | -315.2 | -1.8 | -30.6 | 0.3 | -0.4
CC1(C(=O)NS(=O)(=O)c2cccc(OC(F)F)c2)CCN1C(=O)c1ccccc1 (configuration not stated) | -1.3 | 9.0 | 1.5 | -1.0 | -2.3 | -1.1 | 0.5 | 0.9 | -1.5 | . | -1.4
Cc1cc(C(=O)OCC(=O)N(C)c2ccccc2)c(C)o1 | -0.8 | -1.2 | 0.6 | -0.6 | 0.8 | 0.6 | -1.0 | -2.4 | 4.2 | 0.0 | -1.6
CC(C)CCNC(=O)c1ccc(Cl)c(NC(=O)c2ccccc2F)c1 | -1.0 | 3.4 | . | -1.2 | -2.4 | 0.2 | -1.9 | -0.5 | -0.5 | . | -1.6
CC(C)Oc1ccc(CCNC(=O)CC2C(=O)NCCN2C)cc1 (configuration not stated) | -4.0 | -2.0 | 0.7 | -1.3 | -0.9 | 1.7 | -7.3 | -1.5 | 1.1 | 4.4* | -0.5
CCCCNc1ccccc1C(=O)OCC(=O)Nc1ccc(S(N)(=O)=O)cc1 | -1.2 | 5.7 | 2.6 | -1.0 | 0.5 | -0.4 | i | -1.9 | -34.1 | 0.0 | 0.0
CC1CCC(NC(=O)CN2CCCN(Cc3ccc(F)cc3Cl)C2=O)CC1 (configuration not stated) | -0.7 | 1.8 | -0.9 | -1.8 | -1.9 | -1.1 | -2.5 | -0.8 | -4.9 | -1.5 | -1.4
O=C(Nc1ccc2c(c1)OCCO2)c1c[nH]c(=O)n(-c2ccc(F)c(Cl)c2)c1=O | -1.8 | -3.1 | -1.0 | -1.0 | -1.3 | -1.7 | -11.7 | 0.8 | -13.7 | 0.7 | -1.0
COc1ccc(CCNC(=O)CCn2c(=O)oc3ccccc32)cc1 | 3.4 | 0.4 | -0.6 | -1.2 | 2.3 | 1.0 | 1.2 | -1.2 | -1.1 | 0.0 | 1.8
CC(=O)Nn1c(C)nnc1-n1nc(C)cc1C | 1.0 | 1.2 | -1.1 | -1.0 | 3.7 | 0.5 | 2.3 | -0.1 | 2.0 | 0.0 | 1.8
